Assay outcomes from PubChem BioAssay.
IMP-1 inhibitor: inhibitors of Pseudomonas aeruginosa IMP-1 metallo-beta-lactamase. hit rate 0.45% among 290,000. inhibition, % at 5.6 µM. purified IMP-1, nitrocefin hydrolysis, epi-absorbance fluorescence;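 active means inhibition above the mean plus 3 SD of all compounds in the same screening run, cut at about 4.5% in these data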;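 further: 0% = IMP-1 with DMSO and 100% = DMSO wells lacking enzyme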
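System: purified IMP-1 / Input: IMP-1 dispensed at 0.2 nM / Medium: 50 mM HEPES pH 7.1, 50 µM ZnSO4, 0.05% Brij 35 / Timing: 15 min enzyme–compound preincubation, then 25 min nitrocefin reaction, 25 °C / Technique: plate fluorescence quenching by hydrolysis product, ex 480/em 530 nm / Repeats: singlicate testing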
FID counter: displaces DNA intercalator in HCV helicase counter-screen. DNA fluorescent intercalator displacement, fluorescence. inhibition, % at 7.9 µM. hit rate 0.17% among 290,000. AID 1845; in the data active means inhibition above about 37%;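 further: 0% = vehicle and 100% = reference compound; higher means more ethidium bromide displaced from hairpin DNA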
NALP1 yeast inh: NALP1 inhibition. inhibition, % at 10 µM. hit rate 0.61% among 280,000. S. cerevisiae NALP1/ASC/caspase-1 growth, X-gal OD620, 72 h; in the data active means inhibition mostly above about 24%, no sharp cut-off; inactive means mostly below about 32%; further: some compounds called inactive have numbers as strong as hits
HCV NS3 hel inh: inhibitors of Hepatitis C virus NS3 helicase; NS3 helicase DNA unwinding, Cy5 molecular beacon fluorescence; inhibition, % at 10.9 µM; hit rate 0.56% among 290,000;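 active means inhibition above the mean of all tested compounds plus 3 SD, set per campaign, cut at about 35% in these data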;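 further: 0% = DMSO wells and 100% = thioflavine S control wells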
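Measured by: Cy5 fluorescence, 0 and 60 min reads / Assay system: NS3 helicase fragment of HCV / Control set: low DMSO, high thioflavine S at 110 µM / Times: 1 h reaction at 25 °C, ATP-initiated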
VIM-2 inh: inhibitors of Pseudomonas aeruginosa VIM-2 metallo-beta-lactamase | purified VIM-2, nitrocefin hydrolysis, epi-absorbance fluorescence | inhibition, % at 5.6 µM | hit rate 0.89% among 290,000;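 active means inhibition above the mean of all tested compounds plus 3 SD, cutoff set per screening run, cut at about 7.5% in these data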;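 further: red hydrolysis product quenches plate fluorescence so inhibitors raise well fluorescence; 0% = enzyme with DMSO and 100% = DMSO without enzyme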
MEKK2wt PB1 HTS: raises or lowers MEK5 binding to wildtype human MEKK2 PB1 domain; binding response (% of control), % at 10 µM; AID 1531; hit rate 1.1% among 290,000; bead flow cytometry, Alexa488-MEK5 binding to MEKK2 WT; actives lie on both sides; in the data active means binding response below about 67% or above about 130%
PfM18AAP inh: blocks P. falciparum M18 aspartyl aminopeptidase | AID 1822 | recombinant PfM18AAP, H-Glu-NHMec fluorogenic cleavage | hit rate 1.2% among 290,000 | inhibition, % at 7.35 µM;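 active means inhibition above the campaign mean inhibition over all tested compounds plus 3 SD, cut at about 28% in these data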;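 further: 0% = plate median of test compound wells and 100% = 2 mM ZnCl2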
MEKK2mut PB1 HTS: signal of MEK5 binding to mutant human MEKK2 PB1 domain | bead flow cytometry, Alexa488-MEK5 binding to MEKK2 mutant | percent response, % at 10 µM | hit rate 0.35% among 290,000; in the data active means percent response above about 24%, passing the limit was not always enough; further: inactives centre near 1; some results filed as inactive read as strong as hits
UBC9 SUMO inh: SUMOylation inhibition. AID 2006. hit rate 0.36% among 290,000. P63279. HTRF SUMOylation assay, SAE1/SAE2 + UBC9, in vitro. inhibition, % at 35 µM; in the data active means inhibition above about 50%, passing the limit was not always enough; further: strong numbers were not always called active
Target sequence (P63279 whole entry, looked up): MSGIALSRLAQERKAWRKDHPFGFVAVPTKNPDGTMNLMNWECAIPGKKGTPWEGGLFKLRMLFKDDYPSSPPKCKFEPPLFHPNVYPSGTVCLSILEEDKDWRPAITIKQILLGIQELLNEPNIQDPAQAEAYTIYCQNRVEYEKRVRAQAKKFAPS
* hit, by the source's call; . = not tested or not shown; & = joins results of further samples.

compound,UBC9 SUMO inh,MEKK2mut PB1 HTS,VIM-2 inh,NALP1 yeast inh,MEKK2wt PB1 HTS,HCV NS3 hel inh,PfM18AAP inh,IMP-1 inhibitor,FID counter
CCCCCOc1ccc(CN2CCOCC2)cc1Cl,17,-6,-1.4,7,78,3,1,-2.5,1
C[C@H]1O[C@H](O[C@H]2[C@H](O)[C@@H](O)[C@@H](O[C@H]3[C@H](O)[C@@H](O)C(O)O[C@@H]3CO)O[C@@H]2CO)[C@H](O)[C@@H](O)[C@@H]1N[C@H]1C=C(CO)[C@@H](O)[C@H](O)[C@H]1O (stereo partly drawn),-12,4&1,-3.7,-4,111&100,-8,2,-1.9,1
COc1ccc(NCCC(O)c2ccc(Cl)cc2)cc1 (stereo not drawn),2,2,-3.4,32,101,-18,-4,0.1,-2
CCC(C)(C)NC(=O)C(c1cccnc1)N(C(=O)c1csnn1)c1ccc(C)cc1 (stereo not drawn),-7,1,-1.2,1,104,0,4,-2.0,-23
O=C(COC(=O)c1ccc(Cl)nc1)Nc1ncc(Cl)cc1Cl,18,0,-0.5,1,100,-3,0,-1.8,-4
c1ccc(CCc2ccccc2-c2nc(-c3ccccn3)no2)cc1,-16,-1,-1.1,5,99,4,2,-0.9,1
CCN(CC)S(=O)(=O)c1ccc(C(=O)OCC(=O)NCc2ccco2)cc1,3,.,-1.0,-6,.,5,-3,-2.8,-10
COc1cc(C(O)P(=O)(OC(C)C)c2ccc(N(C)C)cc2)cc(OC)c1OC (stereo not drawn),14,3,-1.7,12,103,3,-11,-5.9,-26
Cc1nc([N+](=O)[O-])c(Br)n1Cc1ccc(Cl)c(Cl)c1,5,1,-1.4,-6,102,-7,-2,-1.9,0
Cc1cccc(-n2ncc3c(NCCCN4CCCC4=O)ncnc32)c1,19,-1,-2.6,-12,100,6,-11,-1.8,-12
CC1CCCN(C(=O)CN2CCC(c3nc4ccc(Cl)cc4[nH]3)CC2)C1 (stereo not drawn),-22,-5,-0.1,.,75,-15,5,-0.8,8
CN1C(=O)/C(=C/c2ccco2)SC1=Nc1ccc(N2CCOCC2)cc1,-17,1,-1.6,21,100,-3,-1,-2.1,1
CCc1ccc2c(CN3CCC(C(=O)OC)CC3)cc(=O)oc2c1,19,1,-0.6,6,101,4,-2,-1.7,-26
CC(C)(C)c1ccc(S(=O)(=O)N2CCCC2C(=O)N2CCOCC2)cc1 (stereo not drawn),7,3,-3.6,24,108,-6,-3,-3.3,-15
Cc1ccc(CN(C(=O)c2ccccc2C)C2CCS(=O)(=O)C2)o1 (stereo not drawn),-4,0,-2.1,-3,97,3,0,-2.1,-14
COCCNS(=O)(=O)c1ccc(-c2ccc(Cl)cc2)cc1,26,2,-1.7,-1,103,2,4,-1.7,-16
Cc1ccccc1NC(=O)Cc1nc(COC(=O)C(C)C)cs1,6,7,-1.8,-1,109,-12,1,-3.2,-13
Cc1ccc(C)c(N=Cc2ccc(-c3ccc([N+](=O)[O-])cc3)o2)c1,-4,0,-4.9,9,98,-5,1,-3.4,-3
CC(=O)C(C)n1c(CN(C)Cc2ccccc2)nc2c1c(=O)n(C)c(=O)n2C (stereo not drawn),8,0,-1.5,11,104,-3,-2,-0.4,-33
Cn1c(=O)c(C(=O)Nc2ccccn2)c(O)c2ccccc21,18,-4,-1.4,5,98,5,0,-3.1,-4

Ordered by SMILES length (smallest number first): 3 of the compounds above
compound,UBC9 SUMO inh,MEKK2mut PB1 HTS,VIM-2 inh,NALP1 yeast inh,MEKK2wt PB1 HTS,HCV NS3 hel inh,PfM18AAP inh,IMP-1 inhibitor,FID counter
COc1ccc(NCCC(O)c2ccc(Cl)cc2)cc1 (stereo not drawn),2,2,-3.4,32,101,-18,-4,0.1,-2
Cc1nc([N+](=O)[O-])c(Br)n1Cc1ccc(Cl)c(Cl)c1,5,1,-1.4,-6,102,-7,-2,-1.9,0
CC(C)(C)c1ccc(S(=O)(=O)N2CCCC2C(=O)N2CCOCC2)cc1 (stereo not drawn),7,3,-3.6,24,108,-6,-3,-3.3,-15

Next results follow.
compound,UBC9 SUMO inh,MEKK2mut PB1 HTS,VIM-2 inh,NALP1 yeast inh,MEKK2wt PB1 HTS,HCV NS3 hel inh,PfM18AAP inh,IMP-1 inhibitor,FID counter
Cc1ccccc1-c1nc(C#N)c(N2CCC(C)CC2)o1,7,9,-1.0,11,108,-18,1,-2.8,-21
Cc1onc(-c2c(F)cccc2Cl)c1C(=O)Nc1cccc2nsnc12,15,-10,0.4,-12,89,-5,4,-1.9,0
CN(C)S(=O)(=O)c1ccc(NC(=O)Cn2c(-c3ccccc3)noc2=O)cc1,-1,-6,-6.1,18,91,-5,-2,-1.1,5
c1csc(C2=NNC(=NC3CCCCC3)SC2)c1,-12,-2,0.1,10,81,1,-6,0.2,-6
CCOCCCNC(=O)c1cc2c(=O)n3cccc(C)c3nc2s1,16,-1,16*,2,98,5,0,-2.6,-10
O=c1c2c([nH]n1-c1ccccc1)CCCC2,0,-1,-2.1,0,96,7,4,-1.2,-1
CCN1C(=O)C(CC(=O)Nc2c(C)cccc2C)SC1=Nc1ccc(S(N)(=O)=O)cc1 (stereo not drawn),4,3,0.0,0,100,2,-8,-1.9,-5
CC(C)CN1CCC(=O)N([C@H](CO)Cc2ccccc2)CC1,11,-1,-4.2,9,98,-25,-9,-3.6,-7
CC(C)C(NS(=O)(=O)c1cccs1)C(=O)NCc1ccc2c(c1)OCO2 (stereo not drawn),18,9,-0.8,19,112,2,1,-3.2,2
COc1cc(/C=N/NC(=O)c2cccc(N3CCCC3=O)c2)ccc1O,7,1,-2.0,-9,94,-5,6,-2.6,-17
CCOP(=O)(c1ccc(N(C)C)cc1)C(O)c1c(Cl)cccc1Cl (stereo not drawn),0,-2,-3.1,-16,92,14,-2,-3.4,-23
COc1cc(NC(=O)c2ccco2)c(OC)cc1NC(=O)c1cc(OC)c(OC)c(OC)c1,6,1,-1.9,34,95,0,-3,-3.7,-28
COc1ccc(S(=O)(=O)Cc2ccc(C(=O)N3CCN(C4CCCCC4)CC3)o2)cc1,22,5,-2.8,11,109,-2,-7,-2.8,-2
CCN1CCN(C(c2cccs2)C(C)NC(=S)NC2CCCCC2)CC1 (stereo not drawn),-14,10,-2.6,.,105,-5,3,-3.1,0
COc1ccc(Cl)cc1S(=O)(=O)N1CCCC(C(=O)NCC(N)=O)C1 (stereo not drawn),.,4,-2.6,.,108,5,-10,-6.0,-5
CCSC1=NC(C)(C)C=C(C)N1,-9,2,-0.6,27,101,7,-9,-0.4,-1
C=CCSc1nc2sc3c(c2c(=O)n1CC)CCC3,0,5,0.7,-9,108,5,0,-3.2,-18
CCOc1ccc(OCC)c(S(=O)(=O)n2ccnc2C)c1,5,25*,-3.9,7,121,10,3,-6.0,-6
Cc1ccc(-n2nc3c(N4CCC(C(=O)NCCc5cccs5)CC4)nnc(C)c3c2C)cc1,0,0,-0.2,29,97,-39,-4,-3.3,16
O=[N+]([O-])c1ccc2c(c1)C(O)n1nc(-c3ccccc3)nc1S2 (stereo not drawn),-16,-22,-0.5,.,87,-2,-3,-1.7,-3
COc1ccc(N=C2C(=O)Nc3ccc(C)c(Br)c32)cc1,1,17,-2.7,2,108,6,7,-6.5,1
O=C(/C(=C/O)N=Nc1ccccc1)c1cccs1,-1,-1,3.3,10,103,-3,-7,-1.0,-9
CC(=O)Nc1ccc(C(=O)NCC(=O)OCc2c(F)cccc2Cl)cc1,-4,-2,-0.4,13,100,-7,-2,-0.2,-4
COC(=O)c1c(NC(=O)CSc2n[nH]c(N)n2)sc(C)c1C,5,2,-1.9,5,100,-4,-4,-3.6,-1
Nc1nccc(/C=C/c2c(Cl)cccc2Cl)n1,12,6,-0.2,11,106,-5,1,-2.3,-8
Cc1ccc(CC2(O)CC(C)N(C)CC2C)c(C)c1 (stereo not drawn),26,-4,-0.2,18,103,-1,0,-0.4,0
O=c1c2ccccc2nnn1CSc1ccccc1F,-6,-1,-4.7,11,96,2,4,-3.2,3
CCN1CCN(c2nc3c(C)cccn3c(=O)c2/C=C(\C#N)S(=O)(=O)c2ccc(C)cc2)CC1,10,12,1.0,4,116,7,7,-2.2,-4
C=CCn1c(CCSCc2ccc(OC)c(C)c2)n[nH]c1=S,-3,0,-1.1,-2,100,1,14,-4.4,-27
CCCCC(O)(CCCC)C(=O)NN(C(=O)OC)c1ccccc1,-3,-2,-4.5,29,103,3,-3,-3.9,-5
O=C(CS(=O)(=O)c1ccccc1)Nc1ccc(S(=O)(=O)Nc2ccccn2)cc1,-5,1,-3.4,5,82,3,0,-2.3,8
O=C(c1ccccc1NS(=O)(=O)c1ccc(Cl)cc1)N1CCc2ccccc21,4,15,-1.3,23,116,1,-8,-1.9,-17
Cc1nc(Nc2ccccc2Cl)sc1C(=O)Nc1ccccc1,-20,22,-3.9,22,105,0,1,-1.2,-11
Cc1nc([N+](=O)[O-])c(Br)n1CC(=O)c1ccc(Cl)cc1,9,5,-1.8,58,107,-1,-1,-3.9,2
C=CCSC1=NC(N)=C(C#N)C2(CCCCC2)C1C(N)=O (stereo not drawn),15,0,-0.7,12,89,-4,-9,-2.4,-2
CC(C)Oc1ccc(C2CC(=O)N(Nc3ccc([N+](=O)[O-])cc3[N+](=O)[O-])C2=O)cc1 (stereo not drawn),-2,7,-1.0,7,100,-7,2,-1.4,3
O=C(COc1ccc(/C=N/NS(=O)(=O)c2ccccc2)cc1)Nc1ccc(F)cc1,2,9,3.1,11,108,-4,-12,-2.4,-6
CC(C)c1ccc(NC(=O)COc2ccc(F)cc2C(=O)c2cnn(-c3ccccc3)c2)cc1,-18,-1,-0.2,20,100,2,-9,-1.4,-1
Cc1cccc(CCNC(=O)C2CCC(CNS(=O)(=O)c3cccs3)CC2)c1 (stereo not drawn),17,4,-3.4,5,100,24,9,-1.9,-33
Cn1c(-c2ccccc2)cc2c3no[n+]([O-])c3ccc21,8,1,-3.5,20,102,3,1,-1.7,6
O=S(=O)(NC1CCCC1)c1cccc(S(=O)(=O)N2CCC(n3nnc4ccccc43)CC2)c1,-22,-2,-0.2,22,94,0,-1,-3.1,-31
O=C(CCCC(=O)N1CCCC1)N1CCCC1,3,15,-2.7,-5,103,11,2,-4.8,-4
CC1CC(C)(C)NC(=O)O1 (stereo not drawn),20,-11,-3.4,4,98,0,-3,-3.2,-2
CCN1CCN(C(c2cccc(OC)c2)c2sc3nc(C)nn3c2O)CC1 (stereo not drawn),-3,21,-0.1,3,116,4,-1,-1.3,-1
Cn1c(=O)c2c(nc(N/N=C/c3cccnc3)n2Cc2ccc(F)cc2)n(C)c1=O,19,-30,-1.7,-3,78,10,1,-0.4,-9
CC(C)CCNC(=O)c1ccc2nc[nH]c2c1,-6,4,-2.2,9,102,1,-8,-1.6,0
N#Cc1ccc(CSc2nnc(-c3cccnc3)o2)cc1,16,-6,-2.9,8,95,6,0,-3.8,-3
CCN(CC)S(=O)(=O)c1ccc2c(c1)nc(SCC(=O)N1CCOCC1)n2-c1ccccc1OC,21,-7,-6.6,12,99,-10,5,-3.2,-43

Rows are unselected. Share with any hit: about 4.7%.
